Screening data from PubChem.
CHO-K1 Ca antag – nonselective inhibitor or artifact in parental CHO-K1 cells | ATP-induced calcium, Fluo-8 fluorescence | inhibition, % at 3 µM | 0.6% of 360,000 active | AID 602250;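 active = inhibition above a per-plate cutoff, the plate's mean sample inhibition plus 3 SD, cut at about 24% in these data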;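 also: 0% = DMSO plus EC80 ATP and 100% = DMSO alone without ATP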
CHO-K1 Ca ag – counter-screen for M1 agonists: effect in parental CHO-K1 cells; Fluo-8 calcium fluorescence; scaled to maximal ATP response, vehicle zero; activation, % at 3 µM; 0.48% of 360,000 active; AID 602248, 2012; in the data active = activation above about 15%;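 also: untransfected CHO-K1 host cells lacking M1 receptor as counterscreen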
TAAR1 antagonist – human TAAR1 antagonists, primary screen, Fluo-8 calcium fluorescence, CHO RD-HGA16 cells; Trace amine-associated receptor 1 (Homo sapiens), Q96RJ0; antagonist; 1.5% of 360,000 active; inhibition, % at 3 µM;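 active = inhibition above a per-plate cutoff, the mean inhibition of test compounds on that plate plus 3 SD, cut at about 49% in these data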;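 also: 0% = DMSO plus EC80 beta-PEA response and 100% = DMSO alone without agonist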
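Test system: hTAAR1-expressing CHO RD-HGA16 cells, Gα16-coupled; Probe or stimulus: EC80 β-phenethylamine stimulus; Compound dosing: single nominal final test compound concentration of 3 µM; Timing: 140 s kinetic read after compound, 140 s after agonist; Signal: Fluo-8 calcium-sensitive fluorescence; Measure: % inhibition of agonist calcium response; Controls: DMSO and EC80 PEA controls.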
OXTR potentiate – human OXTR potentiators, primary screen, fluorescence, CHO-OTR cells, Fluo-8 calcium. Oxytocin receptor (Homo sapiens), P30559. 0.061% of 320,000 active. activation, % at 3 µM. Fluo-8 calcium fluorescence, potentiator mode; 0% = oxytocin EC15, 100% = EC100;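 active = activation above that plate's cutoff, the mean activation of tested compounds plus 3 SD, cut at about 6.6% in these data, passing the limit was not always enough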;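 also: 100% uses oxytocin at 75 nM as the full agonist control; some results filed as inactive read as strong as hits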
Target sequence (P30559 whole entry, looked up): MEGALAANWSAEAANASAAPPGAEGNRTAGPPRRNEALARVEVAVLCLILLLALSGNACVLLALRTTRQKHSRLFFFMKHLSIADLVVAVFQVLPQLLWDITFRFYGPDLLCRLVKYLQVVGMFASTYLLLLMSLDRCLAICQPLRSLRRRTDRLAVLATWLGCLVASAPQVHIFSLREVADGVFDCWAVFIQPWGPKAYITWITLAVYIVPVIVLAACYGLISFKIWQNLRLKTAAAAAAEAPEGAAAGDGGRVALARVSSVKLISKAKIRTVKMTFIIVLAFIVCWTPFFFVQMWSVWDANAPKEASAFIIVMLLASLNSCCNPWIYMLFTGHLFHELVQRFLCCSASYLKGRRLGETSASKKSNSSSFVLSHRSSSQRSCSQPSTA
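Material: human OTR in CHO cells. Compound: 3.0 µM, one dose. Timing: compound 6 min at room temperature before oxytocin, 100 s read. Evaluation: % activation of max/min ratio relative to oxytocin controls. Replication: single well per compound, singlicate. Signal: Fluo-8 calcium dye fluorescence.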
V1R ag counter – agonists of human V1a receptor, primary screen, counter-screen for OXTR agonist project, fluorescence, CHO-V1R cells; 0.25% of 320,000 active; Fluo-8 calcium fluorescence, agonist mode; 0% DMSO, 100% 3 nM vasopressin; activation, % at 3 µM; AID 2797, 2010; Vasopressin V1a receptor (Homo sapiens), P37288;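 active = activation above the mean activation of all tested compounds plus 3 SD, per screening run, cut at about 20% in these data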;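 also: signal is peak over basal fluorescence ratio across a 100 second FLIPR read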
Target sequence (P37288 whole entry, looked up): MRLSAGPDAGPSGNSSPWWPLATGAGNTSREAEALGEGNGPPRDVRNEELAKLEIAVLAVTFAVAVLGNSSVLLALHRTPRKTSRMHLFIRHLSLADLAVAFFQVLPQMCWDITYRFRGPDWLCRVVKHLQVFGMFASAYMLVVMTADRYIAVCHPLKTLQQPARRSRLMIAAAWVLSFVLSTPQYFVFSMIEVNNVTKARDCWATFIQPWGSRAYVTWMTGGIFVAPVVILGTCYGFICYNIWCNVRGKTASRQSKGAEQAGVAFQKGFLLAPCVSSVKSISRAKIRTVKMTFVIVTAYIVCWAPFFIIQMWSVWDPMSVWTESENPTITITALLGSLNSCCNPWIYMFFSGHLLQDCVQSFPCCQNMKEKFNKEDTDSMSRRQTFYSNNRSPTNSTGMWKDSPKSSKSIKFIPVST
CHO parental Ca – ATP-evoked calcium signal inhibitors, parental CHO, primary screen, counter-screen for OX1R antagonist project, cell-based, fluorescence, Fluo-8 calcium dye | parental CHO-K1, ATP-induced calcium, Fluo-8 fluorescence | inhibition, % at 5.6 µM | 0.63% of 330,000 active | AID 463079, 2010;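 active = inhibition above that plate's mean sample inhibition plus 3 SD, cut at about 26% in these data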;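 also: 0% = ATP-challenged DMSO wells and 100% = DMSO wells without ATP; some compounds past the cut are filed as inactive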
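material = parental CHO cells | also added = ATP as calcium-mobilizing challenge | dosing = single point at 5.6 µM | detection = intracellular calcium via Fluo-8 no-wash fluorescent dye | read-out = % inhibition | benchmarks = low control ATP plus DMSO, high control DMSO only | repeats = one well per compound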
M1 PAM parental – nonselective calcium activators in parental CHO-K1 cells, primary screen, counter-screen for M1 PAM project, cell-based, Fluo-8 calcium fluorescence, full deck, 1536-well. 0.02% of 360,000 active. AID 602247, 2012. activation, % at 3 µM. ATP EC20; 0% at ATP EC20, 100% at ATP max;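 active = activation above the run cutoff, the mean activation of all test compounds plus 3 SD, cut at about 40% in these data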;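 also: peak over basal fluorescence ratio in a 140 s read after ATP addition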
GPR7 antagonist – GPR7 receptor antagonists, primary screen, cell-based, fluorescence, single concentration. 1.1% of 290,000 active. GPR7-expressing cells, fluorescence antagonist assay. Neuropeptides B/W receptor type 1 (Homo sapiens), P48145. inhibition, % at 4.4 µM. AID 1861, 2009; in the data active = inhibition above about 16%, passing the limit was not always enough;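 also: cells stimulated with the agonist NPW; 0% = agonist with vehicle and 100% = vehicle without agonist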
OXTR ag – human OXTR agonists, primary screen, fluorescence, CHO-OTR cells, Fluo-8 calcium. activation, % at 3 µM. Oxytocin receptor (Homo sapiens), P30559. 0.32% of 320,000 active. Fluo-8 calcium fluorescence; normalized: DMSO 0%, oxytocin 100%;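 active = activation above the mean of all tested compounds plus 3 SD, cutoff set per screening run, cut at about 20% in these data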;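 also: peak over basal fluorescence ratio from a 100 s FLIPR kinetic read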
* hit, by the source's call; . = no result given.

SMILES | CHO-K1 Ca antag | CHO-K1 Ca ag | TAAR1 antagonist | OXTR potentiate | V1R ag counter | CHO parental Ca | M1 PAM parental | GPR7 antagonist | OXTR ag
Cn1c(NC(=O)c2cccc(C(F)(F)F)c2)cc(=O)n(C)c1=O | 1 | 0.0 | -15 | -1 | 1.2 | -8 | 4 | -12 | -0.3
CN(CC(=O)O/N=C(\N)c1cccc([N+](=O)[O-])c1)S(=O)(=O)c1ccccc1 | -27 | 6.0 | 17 | -5 | 4.2 | -10 | 15 | 11 | 1.9
CCCc1nc2c([nH]1)c(=O)n(C)c(=O)n2C | -8 | 10 | -14 | -6 | 2.5 | -2 | 7 | -6 | 1.2
O=C(CN1CCCC1c1ccc2c(c1)OCCO2)NC(=O)Nc1ccccc1 (stereo unspecified) | -9 | 1.8 | -3 | -5 | 1.4 | -11 | 3 | . | -1.3
C#CCN(C[C@@H]1[C@@H](OC(=O)NCc2ccccc2F)[C@@H](OC(=O)NCc2ccccc2F)Cn2c(=O)n(CCCCCC)c(=O)n21)S(=O)(=O)c1ccc(C)cc1 | -16 | 2.3 | -9 | . | . | . | 21 | . | .
Cc1ccc(-c2csc3ncnc(-n4cnc5ccccc54)c23)cc1 | 7 | -0.9 | -8 | -1 | -1.0 | -22 | -9 | 3 | -2.3
COCCN(C(=O)c1ccc(N2C(=O)c3ccccc3C2=O)cc1)c1c(N)n(CC(C)C)c(=O)[nH]c1=O | -3 | 0.5 | 7 | . | . | . | 7 | . | .
CCOc1cc(Br)c(CC(=O)O)cc1OCC | -10 | 0.8 | 11 | 4 | 0.8 | 4 | 4 | 1 | 1.0
COc1ccc(S(=O)(=O)NCCN2CCOCC2)c(C)c1C | -8 | 0.5 | -16 | 1 | 0.2 | -6 | 18 | 6 | -0.4
CCOCCCN(C(=O)Cn1nnc(-c2ccc(OC)c(OC)c2)n1)C(C(=O)NCC1CCCO1)c1ccc(F)cc1 (stereo unspecified) | -7 | 0.5 | 5 | 2 | 0.2 | -18 | -5 | -8 | 0.4
COc1ccc(-c2cc([C@H]3[C@H]4C=CC[C@@H](C)[C@@H]4C(=O)N3Cc3ccccc3)ccc2F)cc1OC | -16 | -0.2 | 15 | -17 | -0.2 | -44 | -7 | . | -0.1
O=C(Nc1ccccc1F)Nc1ccccc1Br | -12 | 1.7 | -11 | 1 | -2.2 | -12 | 8 | 14 | -2.8
CC(C)N1CCN(Cc2ccc(C#CC(C)(C)O)s2)CC1CCO (stereo unspecified) | -16 | 0.4 | 15 | -1 | -0.6 | -8 | 28 | -13 | 1.4
CNc1ncnc2sc(-c3ccccc3)cc12 | 0 | 0.1 | 3 | -1 | -0.2 | -10 | 0 | 11 | 0.5
NS(=O)(=O)c1ccc(CCNC(=O)c2ccc(OCC3CCCO3)cc2)cc1 (stereo unspecified) | 8 | 0.6 | 11 | -10 | 0.5 | 9 | 9 | 1 | 0.5
N#C/C(=C\N1CCN(Cc2ccc3c(c2)OCO3)CC1)c1nc2ccccc2s1 | 13 | 2.3 | 34 | -9 | 2.3 | -1 | -7 | -6 | 1.9
C[C@@H]1CN([C@@H](C)CO)C(=O)c2cc(N(C)C)ccc2O[C@@H]1CN(C)Cc1ccncc1 | -7 | 0.3 | 4 | 1 | -0.8 | -5 | -8 | . | 1.2
COc1ccc(-n2cc(CN(C)Cc3n[nH]c(=O)[nH]3)c(-c3cccc(F)c3)n2)cc1 | -8 | -0.4 | -6 | -2 | 0.3 | -19 | -5 | -2 | -0.4
COc1ccc(N2C(=O)[C@@H]3[C@H](C2=O)[C@H]2C=CC=NN2[C@@H]3C(=O)Nc2ccc(Cl)cc2)cc1 | -17 | 0.6 | -17 | -6 | -0.8 | -14 | 15 | -2 | -2.3
Cc1ccc(C)c(NC(=O)CN(C)C(=O)C2COc3ccccc3O2)c1 (stereo unspecified) | -17 | 0.2 | -1 | 2 | -0.2 | -16 | 7 | . | 1.4
Oc1ccc(/C=N/Nc2ccnc3cc(Cl)ccc23)cc1O | -8 | 13 | 65* | 0 | 0.1 | -7 | 10 | -17 | 0.9
CC1(C)CC(=O)C=C(c2cccnc2)C1 | -4 | 0.5 | 12 | 4 | -0.3 | -8 | 8 | . | 0.5
COc1ccc(-c2cc(C(=O)N(C)CC(=O)Nc3cccc(F)c3)c3ccccc3n2)cc1OC | 14 | 8.6 | 76* | . | . | . | -11 | . | .
CN1CCNC(=O)C1CC(=O)O (stereo unspecified) | -6 | 0.7 | -5 | -1 | 0.0 | -3 | 17 | -7 | 0.8
CC(C)(C)OC(=O)C[C@H]1C/C=C\C[C@H](CC(=O)N(CCO)Cc2ccccc2)C(=O)NCCOC1=O | -8 | 0.1 | 3 | -1 | -0.4 | -6 | 4 | . | 0.5
Cc1nc(CN(C)C(=O)c2cc(COc3c(F)cccc3F)on2)cs1 | -11 | 3.2 | -20 | 2 | 1.0 | -24 | 8 | -5 | 2.3
CCCn1c2c(c(O)c(C(=O)Nc3ccc(OCC)cc3)c1=O)CCCC2 | 5 | -0.2 | -23 | -14 | 0.4 | -4 | 10 | 3 | 0.9
CCOC(=O)C(=NC1CCS(=O)(=O)C1)NNc1cc(Cl)ccc1Cl (stereo unspecified) | -12 | 1.9 | 0 | -8 | 0.5 | 6 | 21 | 3 | 3.2
OCC[C@H]1C[C@H](O)[C@@H](O)[C@@]2(CCCc3ccccc3O2)O1 | -5 | 2.6 | 12 | -9 | -0.2 | 6 | 13 | . | 2.8
c1ccc(C(c2ccccc2)N2CCN(c3nc4ccccc4n4cnnc34)CC2)cc1 | . | . | 5 | -5 | 0.1 | 0 | . | 2 | 1.5

Another view of some results above:
Fields – CHO-K1 Ca antag, CHO-K1 Ca ag, TAAR1 antagonist, OXTR potentiate, V1R ag counter, CHO parental Ca, M1 PAM parental, GPR7 antagonist, OXTR ag
CN1CCNC(=O)C1CC(=O)O (stereo unspecified)
  -6, 0.7, -5, -1, 0.0, -3, 17, -7, 0.8
CC(C)(C)OC(=O)C[C@H]1C/C=C\C[C@H](CC(=O)N(CCO)Cc2ccccc2)C(=O)NCCOC1=O
  -8, 0.1, 3, -1, -0.4, -6, 4, ., 0.5
Cc1nc(CN(C)C(=O)c2cc(COc3c(F)cccc3F)on2)cs1
  -11, 3.2, -20, 2, 1.0, -24, 8, -5, 2.3
CCCn1c2c(c(O)c(C(=O)Nc3ccc(OCC)cc3)c1=O)CCCC2
  5, -0.2, -23, -14, 0.4, -4, 10, 3, 0.9
CCOC(=O)C(=NC1CCS(=O)(=O)C1)NNc1cc(Cl)ccc1Cl (stereo unspecified)
  -12, 1.9, 0, -8, 0.5, 6, 21, 3, 3.2
OCC[C@H]1C[C@H](O)[C@@H](O)[C@@]2(CCCc3ccccc3O2)O1
  -5, 2.6, 12, -9, -0.2, 6, 13, ., 2.8
c1ccc(C(c2ccccc2)N2CCN(c3nc4ccccc4n4cnnc34)CC2)cc1
  ., ., 5, -5, 0.1, 0, ., 2, 1.5

(continued)
SMILES | CHO-K1 Ca antag | CHO-K1 Ca ag | TAAR1 antagonist | OXTR potentiate | V1R ag counter | CHO parental Ca | M1 PAM parental | GPR7 antagonist | OXTR ag
N=c1oc2cc(O)ccc2cc1C(=O)Nc1ccc(F)cc1 | -1 | 0.7 | -9 | -15 | 1.0 | -3 | -1 | 3 | 6.8
COc1cc(Cl)c(C)cc1NC(=O)CSc1ccccc1 | -9 | -0.4 | 12 | 2 | 0.0 | -3 | 1 | -2 | -1.5
COc1ccc(CC(=O)OCC(=O)NCC2CCCO2)cc1OC (stereo unspecified) | -12 | 0.5 | 9 | -2 | 0.0 | -2 | 13 | . | 1.1
Cc1nnc(NC(=O)c2sc3ccccc3c2Cl)s1 | -4 | 0.1 | -1 | -10 | 0.1 | -1 | 11 | 12 | -0.3
O=C(O)c1ccc(NC(=S)Nc2ccc(S(=O)(=O)Nc3ccccn3)cc2)cc1 | 4 | 0.3 | -10 | . | . | . | -20 | . | .
CCCCc1ccc(NC(=O)N[C@H](C(=O)O)C(C)CC)cc1 (stereo partly specified) | -11 | 0.0 | -19 | 13* | -0.9 | -13 | 12 | -17 | -2.5
COc1ccc(OC)c(NC(=O)COC(=O)c2ccc(OC)c(S(=O)(=O)N3CCOCC3)c2)c1 | 6 | -0.3 | -10 | -6 | 1.0 | -11 | -9 | . | 0.2
Cc1onc(-c2ccccc2Cl)c1C(=O)N1C=CC(C(F)(F)Cl)=NCC1 | -10 | 0.8 | 3 | -8 | 0.2 | -12 | 14 | -12 | 1.1
CCN(CC)S(=O)(=O)c1cccc(-c2nnc(SCC(=O)NCCC3=CCCCC3)n2N)c1 | -9 | 0.8 | -7 | -9 | -0.6 | -33 | 13 | -9 | -2.2
Nc1nccnc1C(=O)OCC(=O)Nc1ccc2[nH]c(=O)[nH]c2c1 | -12 | 1.2 | -12 | -8 | -0.9 | 1 | 3 | . | -0.8
COc1ccccc1NC(=O)CN(Cc1ccco1)C(=O)c1ccc(N2CCCC2=O)cc1 | -7 | 1.2 | 6 | -8 | 1.7 | -19 | 2 | . | -0.8
O=C(CCOc1ccccc1)Nc1ccnn1C1CCN(C(=O)CCC(F)(F)F)CC1 | -11 | 1.1 | -1 | 0 | 1.2 | -13 | -6 | -7 | 0.4
O=C(OCCN1C(=O)c2ccccc2C1=O)c1cccs1 | -21 | 2.0 | 2 | -4 | 0.7 | -6 | 2 | -3 | 0.0
O=C(c1ccc(S(=O)(=O)Nc2cccc(C(F)(F)F)c2)cc1)N1CCN(c2ccccc2O)CC1 | 2 | 6.2 | 31 | -13 | 3.7 | -5 | 12 | . | 3.5
COc1cc(NC(=O)Nc2cccn3nc(COCCO)nc23)cc(OC)c1OC | -13 | 0.8 | -6 | . | . | . | 17 | . | .
CCCn1c(SCN2C(=O)c3ccccc3C2=O)nc2cc(Cl)ccc2c1=O | -1 | -0.4 | -6 | 7 | 0.3 | 0 | -4 | 1 | 0.2
O=c1c(Br)c(N2CCOCC2)cnn1-c1ccccc1 | -17 | 0.9 | 12 | -6 | -0.2 | 0 | 8 | -5 | 0.3
O=[N+]([O-])c1ccc(/C=C/c2ccc3cccc(O)c3n2)cc1 | -9 | 0.4 | 7 | -5 | -0.7 | 0 | -2 | 25 | -2.8
